Autophagy HCS: autophagy modulation, high-content screen; MEF GFP-LC3 puncta imaging; test concentration mostly 10 µM; 190,000 tested, 0.98% active; AID 463193; calls only at 10 µM (by protocol);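 active = percentage of spot-positive cells more than 3 SD above its plate mean, without a fluorescence outlier flag or 80% toxicity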;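 note: spot-positive cell cutoff set from DMSO-treated cells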
MT stabilize HCS: stabilizes microtubules in HeLa cells | % tubulin-high responders, % at 10 µM | 200,000 tested, 0.83% active | HeLa tubulin immunostaining HCS, 24 h; share of cells brighter than vehicle mean+2SD | AID 2205;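 active = plate Z-score above 3 for both tubulin-high and condensed-nucleus cell shares, with cell loss under 80%, at 10 µM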;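 note: anti alpha tubulin signal scored within the nucleus-defined area of each cell; some results filed as inactive read as strong as hits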
PhoP inhibition: inhibitors of PhoP regulon expression, primary screen, Salmonella Typhimurium, GFP reporter (AID 1863). 300,000 tested, 0.16% active. S. Typhimurium PhoP-regulated promoter GFP reporter, 4 h; higher % means a stronger effect. inhibition, % at 50 µM; hits with a dose series show IC50 in µM;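 active = inhibition over 29.93%, a cutoff 3 SD above the screen mean, later confirmed by dose response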;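 note: 0% = low Mg2+ inducing control and 100% = high Mg2+ repressing control; strong numbers were not always called active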
ER stress rescue: protection against thapsigargin-triggered cell killing – 384-well, CSM14.1, ATP luminescence, primary screen (AID 1222). CSM14.1 thapsigargin-induced death rescue, ATP luminescence; higher % means a stronger effect. cellular ATP content (survival), % at 20 µM; hits with a dose series show EC50 in µM. 190,000 tested, under 10 active;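 active = EC50 below 50 µM in the dose-response confirmation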;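 note: death triggered by thapsigargin at about 15 µM added after 2 h compound pretreatment; cell ATP read after overnight thapsigargin exposure of roughly 18 to 22 hours; normalized against plate controls of thapsigargin alone and 5% DMSO vehicle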
Ins promoter up: MIN6 insulin promoter up-regulation | MIN6 insulin promoter-GFP reporter, high-content imaging; hits give high values | z-score at 5 µM | 190,000 tested, 0.3% active | AID 1625;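 active = z-score above 3 at 5 µM with at least 500 cells counted in the well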
Dynein transport: blocks dynein driven cargo transport along microtubules; 3617.4 mouse cells, GR-EGFP nuclear translocation imaging; test concentration mostly 20 µM; stimulated with dexamethasone, 1 µM; hits give low values; z-score, hits read low; 220,000 tested, 0.47% active; AID 1381;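 active = plate z-score of nuclear minus cytoplasmic receptor signal below a set negative limit, without overly bright fluorescence or cell loss, cut at about -3.5 in these data, passing the limit was not always enough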;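 note: z-score of nuclear minus cytoplasmic ring GR-EGFP intensity difference per well; some compounds called inactive have numbers as strong as hits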
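Also added – dexamethasone, 1.0 µM final · Buffer or medium – tet-free, stripped-serum medium · Schedule – induction 48 h, compound 1 h, agonist 30 min · Detection – formaldehyde fixation, Hoechst nuclear stain, 10x automated fluorescence imaging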
Lipid droplet: modulators of hepatic lipid droplet formation; AML12 mouse hepatocytes, oleate lipid droplets, BODIPY imaging; inhibition, % at 6.5 µM; 240,000 tested, 0.4% active; AID 1656;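 active = lipid droplet intensity inhibited by at least 50%, with more than 500 cells counted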
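Technique: fluorescence imaging, 20x objective, two fields per well / Assay system: AML12 hepatocytes (mouse) / Measure: % inhibition of lipid droplet signal / Doses: 6.5 µM single-point dosing / Incubation: overnight exposure / Reagent: 100 µM oleic acid challenge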
b-catenin transl: alters nuclear translocation of beta-catenin in HeLa cells; 190,000 tested, 0.3% active; immunofluorescence imaging; AID 1665; nuclear translocation activity, % at 5 µM;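 active = nuclear translocation activity above 50% at 5 µM, with a well cell count of 50 or more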;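 note: per-cell ratio of nuclear to cytoplasmic median beta-catenin stain intensity; plate controls were DMSO negative control for no effect and GSK-3 inhibitor IX positive control for full effect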
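Test system: human HeLa cells, native beta-catenin. Compound dosing: 5 µM primary single dose, 0.1% DMSO, 0.02–20 µM confirmation series. Incubation: compound exposure 24 h at 37°C. Detection: beta-catenin immunostaining with DAPI counterstain, 20x imaging, 6 fields/well. Read-out basis: Nuclear/cytoplasmic beta-catenin signal ratio, % activation.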
T cell HTS: modulates CD8 T cell binding to vesicles; 2C CD8+ T cell-vesicle binding, flow cytometry; hits give low values; 330,000 tested, 0.068% active; calls only at 7 µM; AID 2052;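 active = response, share of CD8 T cells binding vesicles, and their 90th percentile fluorescence all below set limits, cut at about 80% in these data, passing the limit was not always enough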
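Benchmarks: naked versus QL9-loaded vesicles / Assay system: purified 2C TCR transgenic mouse naive CD8+ T cells / Technique: high-throughput flow cytometry with anti-B7-1 and anti-CD8 staining / Timing: Cell–vesicle co-incubation 1.5 h at 37 °C, staining 20 min on ice / Read-out: percent CD8+ FL2 mean versus row control / Probe or stimulus: QL9-loaded Drosophila micro-vesicles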
Dynein transport cytoplasmic EGFP: recorded beside Dynein transport, whose call it bears; z-score; measured here: cytoplasmic GR-EGFP intensity; hits give high values
Dynein transport nuclear GR-EGFP: recorded beside Dynein transport, whose call it bears; z-score; measured here: nuclear GR-EGFP intensity;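 lower value marks the stronger effect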
Dynein transport cell count: recorded beside Dynein transport, whose call it bears; z-score; measured here: cell count per field
Ins promoter up cell count: also measured in Ins promoter up; calls as there; cell count; measured here: cytotoxicity, nuclei count;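 total cells summed across four imaged fields per well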
Lipid droplet cells 6.5 µM: recorded beside Lipid droplet, whose call it bears; cell count; measured here: cell count, cytotoxicity flag;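 cells counted across two imaged fields per well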
b-catenin transl cell count 5 µM: second read-out of b-catenin transl, no call of its own (marks repeat the call); cell count; measured here: cell count, cytotoxicity flag
T cell HTS vesicle-bound %: recorded beside T cell HTS, whose call it bears; double positive events, %; measured here: CD8+ vesicle-bound cell fraction;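 binding gate set so that unloaded-vesicle control wells show 10% double positive cells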
MT stabilize HCS Hoechst-high %: recorded beside MT stabilize HCS, whose call it bears; % Hoechst-high responders; measured here: nuclear condensation Hoechst responders;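 share of cells brighter than vehicle mean plus two SD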
MT stabilize HCS cytotoxicity %: recorded beside MT stabilize HCS, whose call it bears; toxicity, %; measured here: cytotoxicity by cell density;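 0% = mean cell density of plate MIN control wells and 100% = no cells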
Autophagy HCS cell loss 18 h: further read-out of Autophagy HCS, marked with its call; toxicity, %; measured here: cell loss, nuclei count;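 cell loss after 18 h compound exposure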
* hit, by the source's call; i = inactive; / = not tested or not shown.

SMILES	Autophagy HCS	Autophagy HCS cell loss 18 h	MT stabilize HCS	MT stabilize HCS Hoechst-high %	MT stabilize HCS cytotoxicity %	PhoP inhibition	ER stress rescue	Ins promoter up	Ins promoter up cell count	Dynein transport	Dynein transport cytoplasmic EGFP	Dynein transport nuclear GR-EGFP	Dynein transport cell count	Lipid droplet	Lipid droplet cells 6.5 µM	b-catenin transl	b-catenin transl cell count 5 µM	T cell HTS	T cell HTS vesicle-bound %
COc1cccc(OC)c1C(=O)Nc1nc(COc2ccccc2)cs1	i	-4.9	2.7	2.3	1.0	3.1%	-1.9%	-0.34	1361	-0.469	-0.325	0.176	0.466	-8.1	676	0.6	1060	i	49.9
Cn1c(=O)c2cc(S(=O)(=O)N3CCN(c4cccc(C(F)(F)F)c4)CC3)ccc2n(C)c1=O	i	13.2	3.4	3.0	9.5	1.4%	0.8%	0.32	974	2.62	-0.0105	1.77	-1.01	8.4	788	/	/	i	43.5
Cc1c(Br)c([N+](=O)[O-])nn1CC(=O)NCc1ccccn1	i	2.0	2.3	1.4	2.8	-5.9%	0.7%	/	/	0.813	-0.211	-0.626	-0.336	/	/	/	/	i	56.3
CC(C(=O)Nc1ccccc1-c1ccccc1)N1CCN(Cc2ccccc2)CC1 (stereo unspecified)	i	-11.3	2.7	1.7	5.8	5.0%	0.4%	-0.82	1162	-0.182	-0.274	0.349	-0.138	-34.7	677	-1.1	981	i	50.5
CCN(CC(=O)N1CCc2ccccc2C1)S(=O)(=O)c1ccc2ccccc2c1	i	-10.0	1.4	1.4	7.1	2.9%	2.9%	/	/	-1.21	-0.00273	-0.576	0.657	11.3	825	/	/	i	14.8
COc1ncccc1-c1nnn(-c2ccc(C)cc2)n1	i	5.1	2.9	1.5	5.9	-7.0%	-1.4%	-0.75	1459	-0.0323	-0.279	0.271	0.107	8.0	673	-0.8	1125	i	21.7
CCN(CC)CCNC(=O)/C(=C\c1cccn1C)NC(=O)c1cccs1	i	9.9	1.9	2.5	3.4	1.5%	0.6%	0.23	1347	-0.411	-0.212	-0.0534	-0.496	-2.9	527	0.3	907	i	27.4
CCCCNC(=O)c1ccc2c(=O)n(CCCOCC)c(=S)[nH]c2c1	i	-1.8	2.3	2.1	14.1	-6.3%	-1.0%	0.33	1142	0.102	-0.242	0.164	0.0491	/	/	-3.0	922	i	57.2
Cc1c(Cl)cnc(NC(=O)COC(=O)c2cc3c(s2)CCC(C)C3)c1Cl (stereo unspecified)	i	11.8	3.8	0.7	5.8	-1.9%	-0.6%	0.01	1430	0.45	-0.215	0.126	-0.0118	-16.4	575	-0.7	1184	i	66.7
O=C(CSc1ccc(Cl)cc1)N1CCN(c2c(Cl)cccc2[N+](=O)[O-])CC1	i	1.7	1.9	1.2	6.5	3.6%	-0.7%	-0.02	1246	-0.75	0.246	-0.498	0.822	/	/	2.9	1346	i	57.8
Cc1ccc(Cn2c(-c3nonc3N)nc3ccccc32)cc1	i	-3.4	5.5	2.2	2.9	-3.5%	2.8%	0.48	1576	0.554	-0.262	0.663	0.0201	/	/	-1.9	963	i	35.9
CCn1cc(C(=O)NCCCN2CCN(C)CC2)c(=O)c2cc(S(=O)(=O)N3CCc4ccccc4C3)ccc21	i	-19.0	2.2	2.9	11.8	-10.7%	-1.0%	-0.59	1251	0.645	-0.241	-0.035	0.325	-13.0	720	-0.2	1082	i	38.4
CCOC(=O)C(=O)c1c(-c2ccc(C)cc2)nc2ccccn12	i	-5.6	5.1	1.1	1.5	4.8%	-0.8%	-0.09	1251	-0.586	-0.235	0.149	-0.756	-9.4	629	-2.2	1167	i	25.8
CNC(=S)N1N=C(c2ccc(OC)cc2)CC1c1ccccc1Cl (stereo unspecified)	/	/	/	/	/	-3.8%	/	-0.51	1065	-0.363	-0.272	-0.159	0.317	0.8	724	0.6	1336	i	12.6
O=C(COC(=O)Cc1ccc(Cl)cc1)Nc1cc(S(=O)(=O)N2CCOCC2)ccc1N1CCCC1	i	1.3	5.4	2.2	6.3	6.9%	-7.7%	-0.05	1267	-0.439	-0.143	-0.375	-0.569	11.1	608	-2.6	557	i	64.7
O=C(c1cc2ccccc2oc1=O)N1CCSC1c1ccco1 (stereo unspecified)	i	3.3	2.7	2.1	25.2	-1.2%	-4.3%	0.71	1148	-0.938	-0.275	-0.623	0.66	-2.7	717	/	/	i	29.8
Cc1ccc(C(=O)N2CCN(C(=O)CN3CCCC3)C2)cc1	i	15.5	2.0	2.8	4.7	-3.0%	-1.7%	0	983	-1.22	0.0271	-0.672	0.625	/	/	-1.1	1150	i	18.2
CCOC(=O)c1sc(N)c(C(=O)Nc2ccccc2OC)c1C	i	12.8	22.1*	22.3*	30.8*	4.4%	0.3%	-0.25	953	0.421	-0.191	0.314	-0.0709	-3.4	718	80.1*	342*	i	39.6
CCN(CC(=O)Nc1ccc(OC)cc1)C(=O)c1ccc([N+](=O)[O-])cc1	i	13.4	3.6	1.6	7.3	-7.6%	-1.4%	/	/	-0.116	-0.277	-0.103	0.527	-10.7	670	0.0	1143	i	38.8
O=C(Nc1cccc(O)c1)c1cc2nc(-c3ccccc3)cc(-c3ccccc3)n2n1	i	-6.5	4.0	12.0	2.0	-6.4%	0.5%	0.1	1330	-0.302	0.355	-0.286	-3.43	-2.9	605	-1.2	924	i	42.7
O=C(CN1CCN(Cc2ccccc2)CC1)NCC1COc2ccccc2O1 (stereo unspecified)	i	1.8	2.0	2.2	5.9	-7.1%	2.8%	-0.11	1215	0.364	0.419	1.11	-1.27	9.5	723	-1.7	1246	i	20.8
O=C(NCCc1cccs1)C12CN(Cc3ccccc3)CC1C(c1cccc([N+](=O)[O-])c1)=NO2 (stereo unspecified)	i	-33.8	3.7	2.6	2.3	-1.5%	-1.3%	-0.92	1498	0.206	-0.137	0.426	-0.374	-8.0	506	2.6	1035	i	40.0
O=S(=O)(Nc1ccc(-c2csc(-c3ccccc3)n2)cc1)c1ccccc1	i	2.4	2.7	2.8	12.0	-0.7%	-0.8%	/	/	-0.206	-0.265	-0.292	-0.097	-4.0	530	1.5	955	i	48.6
O=C1[C@@H]2[C@@H]3C[C@@H]([C@H]4ON=C(c5ccc(OCc6ccccc6)cc5)[C@@H]34)[C@@H]2C(=O)N1c1ccc2c(c1)OCO2	i	10.3	4.9	3.7	4.7	-5.5%	-0.5%	-0.6	1445	-0.0513	-0.277	0.384	0.782	-1.5	695	-0.8	1133	i	42.4
Cn1ccnc1SCC(=O)Nc1cccc([N+](=O)[O-])c1	i	11.0	3.7	2.4	6.7	7.8%	-0.5%	-0.13	1210	0.166	-0.0509	0.341	-1.79	-15.7	710	-2.4	1157	i	48.8
Cc1cc(NC(=S)N(CCN2CCCCC2)Cc2ccco2)ccc1Cl	i	16.9	4.9	3.1	10.6	-0.9%	-0.7%	-0.98	1142	-0.589	-0.309	0.0628	0.713	2.8	664	0.4	1007	i	42.6
O=C(O)CCN=Cc1c(O)c2ccccc2oc1=O	i	3.0	2.5	2.2	4.6	-8.8%	0.2%	/	/	-0.52	-0.361	-0.25	0.679	1.6	636	-3.0	1013	i	38.1
O=C(Nc1nc(-c2ccco2)c(-c2ccco2)s1)C1CC(=O)N(c2ccc3c(c2)OCCO3)C1 (stereo unspecified)	i	-5.7	5.5	2.0	12.3	-7.8%	-2.7%	0.57	1214	0.651	-0.146	0.735	-0.0592	5.6	721	/	/	i	68.1
O=C(C1CCCN(S(=O)(=O)c2cccc3nonc23)C1)N1CCN(c2cccc(Cl)c2)CC1 (stereo unspecified)	i	30.5	1.9	1.0	5.4	5.7%	-0.1%	-0.38	819	-1.11	-0.227	-0.296	1.09	3.4	792	/	/	i	16.3
CC(C)(C)C1CCC(OC(=O)CCC(=O)Nc2ccccc2)CC1 (stereo unspecified)	i	23.1	4.9	3.2	1.4	-1.5%	-1.1%	0.48	1488	-0.47	-0.227	-0.0379	0.44	-8.8	689	-0.8	1062	i	50.6
CCCN1C(=O)/C(=c2\s/c(=C3\C=Cc4ccccc4N3CC)c(=O)n2-c2ccccc2)SC1=S	i	-8.2	4.0	2.9	5.6	-8.1%	-2.2%	1.01	1557	-0.0296	-0.262	-0.119	1.01	2.0	621	-1.2	1024	i	9.8
COc1ccc(NC(=O)CSc2ccc(C)cc2)cc1	i	5.7	2.6	2.1	4.5	0.7%	-2.0%	0.4	1227	-0.624	-0.255	-0.27	1.9	1.7	773	-1.5	1028	i	38.6
CCN(CCCn1c(=S)[nH]c2ccc(N3CCOCC3)cc2c1=O)c1ccccc1	i	-32.0	3.6	2.1	9.4	-0.8%	-1.0%	0.62	1114	-0.508	-0.295	-0.305	0.0326	-10.8	632	-0.2	1052	i	41.6
